MT1-MMP act inh = blockers of MT1-MMP proenzyme processing, primary screen, HT1080 RFP-PRO-GFP cells, GFP/RFP fluorescence; 360,000 tested, 0.061% active; AID 651647, 2012; GFP/RFP ratio change, % at 20 µM; GFP/RFP ratio fluorescence, overnight; percent of plate control window, DMSO zero;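 active means GFP/RFP ratio change of at least 30% with cell ATP level not reduced by more than half and red fluorescence within 50% of control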; further: strong numbers were not always called active
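Read-out: GFP/RFP fluorescence ratio; Test system: RFP-PRO-GFP reporter HT1080 cells; Compound dosing: single-point 20 µM compound, 1% DMSO; Times: overnight compound exposure at 37 °C.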
SKN-1 inh = suppressors of acrylamide-induced Pgst-4::GFP reporter in worms, primary screen, SKN-1 inhibitor project, whole organism, uHTS, GFP/RFP fluorescence ratio, strain VP596; inhibition, % at 21.8 µM; AID 624304, 2012; C. elegans VP596 Pgst-4::GFP/RFP ratio, 24 h; 360,000 tested, 0.49% active;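 active means interference check ratio from 0.5 to 1.5 plus GFP to RFP signal ratio inhibition reaching or exceeding a fixed threshold, cut at about 30% in these data, passing the limit was not always enough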; further: some compounds called inactive have numbers as strong as hits
FAS-TE inh = FAS thioesterase domain inhibitors, primary screen, biochemical, fluorescence intensity, uHTS; recombinant FAS-TE, OMFH fluorogenic substrate, fluorescence endpoint; inhibition, % at 15 µM; 360,000 tested, 0.67% active;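 active means compounds whose normalised, plate-corrected inhibition of enzyme fluorescence in the single-dose primary screen is 50% or more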;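 further: 0% = DMSO with enzyme and 100% = substrate without enzyme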
MLLE-PAM2 inh = inhibitors of PABP1 MLLE–PAM2 peptide binding, primary screen, biochemical, fluorescence polarization, FITC-PAM2, GST-MLLE | Polyadenylate-binding protein 1 (Homo sapiens), P11940 | inhibition, % at 20 µM | 360,000 tested, 0.36% active | AID 588489, 2011; in the data active means inhibition above about 35%, passing the limit was not always enough;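 further: plate controls were DMSO wells with GST-MLLE for no effect and wells lacking GST-MLLE protein for full effect; some results filed as inactive read as strong as hits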
Target sequence (P11940 whole entry, looked up): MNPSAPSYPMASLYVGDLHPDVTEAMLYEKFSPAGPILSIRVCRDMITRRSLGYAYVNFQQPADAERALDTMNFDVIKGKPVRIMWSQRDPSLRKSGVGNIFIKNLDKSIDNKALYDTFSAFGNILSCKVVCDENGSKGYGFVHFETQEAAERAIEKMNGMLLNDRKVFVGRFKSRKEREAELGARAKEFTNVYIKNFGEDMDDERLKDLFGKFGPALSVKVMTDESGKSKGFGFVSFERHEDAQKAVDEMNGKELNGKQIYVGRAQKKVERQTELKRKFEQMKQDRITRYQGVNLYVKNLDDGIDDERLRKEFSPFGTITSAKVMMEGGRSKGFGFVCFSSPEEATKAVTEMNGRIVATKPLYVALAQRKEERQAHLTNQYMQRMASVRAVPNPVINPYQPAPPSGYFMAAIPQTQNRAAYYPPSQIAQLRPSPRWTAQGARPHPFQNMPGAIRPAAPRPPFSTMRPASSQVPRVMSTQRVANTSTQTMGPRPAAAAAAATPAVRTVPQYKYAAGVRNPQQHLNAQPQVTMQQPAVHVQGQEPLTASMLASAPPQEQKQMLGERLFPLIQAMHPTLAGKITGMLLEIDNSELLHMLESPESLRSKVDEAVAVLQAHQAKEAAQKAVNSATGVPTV
Neddyl block = inhibitors of cullin neddylation, primary screen, biochemical, TR-FRET, uHTS, NAE and Ubc12; calls only at 25 µM; 360,000 tested, 0.58% active; in the data active means inhibition above about 36%
NadD block = inhibitors of S. aureus NadD, primary screen, biochemical, colorimetric, uHTS. 360,000 tested, 0.78% active. inhibition, % at 20 µM. purified NadD enzyme, colorimetric absorbance read-out. Nicotinate-nucleotide adenylyltransferase NadD (Staphylococcus aureus N315); in the data active means inhibition above about 26%; further: some compounds past the cut are filed as inactive
CSN inh = inhibitors of CSN-mediated cullin deneddylation, primary screen, biochemical, fluorescence polarization, uHTS; COP9 signalosome complex subunit 5 (Homo sapiens), Q92905; 360,000 tested, 0.38% active; Purified CSN, SCF-Nedd8-OG deneddylation; inhibition, % at 12.5 µM;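 active means pattern-corrected inhibition above about 35%, with an unprinted fluorescence ratio check between 0.5 and 1.5, limit read from the data, passing the limit was not always enough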;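 further: 0% = enzyme with substrate and 100% = substrate without enzyme; some results filed as inactive read as strong as hits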
Target sequence (Q92905 whole entry, looked up, one chain of several): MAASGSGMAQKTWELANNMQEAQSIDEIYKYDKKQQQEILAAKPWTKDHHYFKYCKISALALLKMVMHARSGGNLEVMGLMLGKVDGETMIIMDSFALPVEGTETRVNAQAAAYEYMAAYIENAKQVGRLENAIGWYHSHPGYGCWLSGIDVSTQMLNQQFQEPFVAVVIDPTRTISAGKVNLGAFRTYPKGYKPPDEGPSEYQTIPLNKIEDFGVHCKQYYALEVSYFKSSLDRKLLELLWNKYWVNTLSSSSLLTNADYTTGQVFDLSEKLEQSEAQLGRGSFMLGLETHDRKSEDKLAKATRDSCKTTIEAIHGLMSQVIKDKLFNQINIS
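test system = HEK293T-derived human Csn5 enzyme | amount = 0.24 nM Csn5 enzyme, final concentration | medium = Tris/NaCl/DTT buffer, pH 7.5 | schedule = 90 min reaction at room temperature | signal = FP | evaluation = inhibition of Csn5 cleavage, % | compound dosing = single dose of 12.5 µM compound with 0.25% DMSO | probe or stimulus = 10 nM SCFSkp2-Nedd8OG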
Rin1 Abl inh = inhibitors of Rin1-Abl protein binding, primary screen, biochemical, TR-FRET | 360,000 tested, 0.4% active | Tyrosine-protein kinase ABL1 (Homo sapiens) + Ras and Rab interactor 1 (Homo sapiens), … | AID 588664, 2011 | inhibition, % at 7.35 µM; in the data active means inhibition above about 5%, passing the limit was not always enough
Rpn11 inh = Rpn11 (PSMD14) deubiquitinase inhibitors, primary screen, biochemical, fluorescence polarization, uHTS; calls only at 20 µM; 360,000 tested, 0.59% active; human 26S proteasome, Ub4-pepOG fluorescence polarization; 20S core pre-blocked with epoxomicin; 26S proteasome non-ATPase regulatory subunit 14 (Homo sapiens), O00487;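 active means inhibition at 20 µM, scaled to each plate's controls, above about 33%, limit read from the data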
Starred values were filed as active, the others as inactive; i = inactive; nt = not tested or not shown.

SMILES	MT1-MMP act inh	SKN-1 inh	FAS-TE inh	MLLE-PAM2 inh	Neddyl block	NadD block	CSN inh	Rin1 Abl inh	Rpn11 inh
CCCc1c(C(=O)N/N=C(\C)CCc2ccccc2)nnn1-c1nonc1N	nt	26	-1	-1	i	-1	3	-3	i
CC1(C)Cc2nc3n[nH]c(N)c3cc2CO1	15	6	0	-8	i	2	2	-1	i
CC(=O)/C(=N\Nc1ccccc1)Oc1ccc(Br)cc1	-2	5	33	9	i	-3	2	-1	i
CCN(CC)C(=O)C(=O)N/N=C/c1ccc(F)cc1	-1	-5	-5	6	i	-1	4	2	i
CC1CCCCN1Cc1nc2c(c(=O)n(C)c(=O)n2C)n1CCCc1ccccc1 (stereo not given)	nt	-14	2	10	i	4	-2	1	i
Cc1ccc(S(=O)(=O)N(C)C)cc1NC(=O)Nc1ccccc1F	-4	-6	2	-4	i	0	1	-1	i
CCOC(=O)c1cc(-c2ccc(N)cc2)sc1N	7	6	-4	22	i	0	3	-2	i
Cc1ccc(C)c(NC(=O)CN(C)C(=O)c2ccc(-c3cccc(C(F)(F)F)c3)o2)c1	-2	6	10	0	i	-7	0	-2	i
O=c1[nH]c(SCc2n[nH]c(=S)n2-c2ccccc2)nc2ccccc12	-1	6	-8	-3	i	2	-1	1	i
CC(=O)Nc1sc2c(c1CN1CCN(C)CC1)CCCC2	-3	17	-10	6	i	3	4	-2	i
CNC(=O)CS(=O)(=O)CC(=O)Nc1cc(OCCOC)c(Cl)cc1Cl	-3	-2	-3	-3	i	-1	-2	2	i
COc1ccccc1CNC(=O)C1CCN(c2ncnc3c2nc2n3CCCCC2)CC1	2	-12	5	17	i	6	-2	-2	i
CC(=O)NS(=O)(=O)c1ccc(NC(=S)NC(=O)COc2ccccc2C)cc1	6	4	-12	30	i	-2	-4	-3	i
Cc1ccc(C(=O)N2CCN(c3ccccc3)CC2)cc1S(=O)(=O)N1CCOCC1	2	15	0	1	i	-4	-1	0	i
Cc1cc(C(=O)NCC(=O)OCC(=O)N(C)C2CCCCC2)ccc1[N+](=O)[O-]	0	-2	-6	-2	i	-6	-2	-3	i
C[C@H]1COc2cccc(N3CCC[C@H]3CO)c2S(=O)(=O)N1	3	-11	-15	nt	i	-1	-2	nt	nt
O=C(CCl)NCc1c(Cl)cccc1-n1cccc1	-7	11	-5	2	i	-5	-6	-1	i
CC1(C)CC(=O)C(Sc2ccccc2)=C(O)C1	3	-3	-8	33	i	2	-3	-3	i
CC(NC(=O)Cc1ccccc1)c1nc2ccccc2[nH]1 (stereo not given)	4	16	-4	-3	i	4	0	-7	i
Cc1nnc(NC(=O)CCCN2C(=O)c3ccccc3C2=O)s1	5	-3	-5	-22	i	-4	-6	-1	i
COc1ccccc1CCNC(=O)CCn1c(=O)c2cccn2c2ccc(F)cc21	2	17	8	14	i	-6	4	-3	i
CC(C)C[C@H](NC(=O)c1nc[nH]c1C(=O)N[C@@H](CC(C)C)C(=O)OCc1ccccc1)C(=O)OCc1ccccc1	-1	-12	15	6	i	13	-5	1	i
Cc1ccc(-c2cnc(C3CC3)o2)cc1S(=O)(=O)Nc1ccccc1	-2	-8	15	15	i	-7	-3	2	i
CCCCC(CC)C(=O)O (stereo not given)	0	10	-3	-8	i	-2	-4	1	i
O=C(NNC(=O)c1ccccc1-n1cccc1)c1ccc(Cl)nc1	1	-22	-9	-1	i	0	0	2	i

Six records drawn at random from the list so far:
SMILES	MT1-MMP act inh	SKN-1 inh	FAS-TE inh	MLLE-PAM2 inh	Neddyl block	NadD block	CSN inh	Rin1 Abl inh	Rpn11 inh
Cc1cc(C(=O)NCC(=O)OCC(=O)N(C)C2CCCCC2)ccc1[N+](=O)[O-]	0	-2	-6	-2	i	-6	-2	-3	i
O=C(CCl)NCc1c(Cl)cccc1-n1cccc1	-7	11	-5	2	i	-5	-6	-1	i
C[C@H]1COc2cccc(N3CCC[C@H]3CO)c2S(=O)(=O)N1	3	-11	-15	nt	i	-1	-2	nt	nt
COc1ccccc1CNC(=O)C1CCN(c2ncnc3c2nc2n3CCCCC2)CC1	2	-12	5	17	i	6	-2	-2	i
CC(C)C[C@H](NC(=O)c1nc[nH]c1C(=O)N[C@@H](CC(C)C)C(=O)OCc1ccccc1)C(=O)OCc1ccccc1	-1	-12	15	6	i	13	-5	1	i
O=C(NNC(=O)c1ccccc1-n1cccc1)c1ccc(Cl)nc1	1	-22	-9	-1	i	0	0	2	i

Later entries.
SMILES	MT1-MMP act inh	SKN-1 inh	FAS-TE inh	MLLE-PAM2 inh	Neddyl block	NadD block	CSN inh	Rin1 Abl inh	Rpn11 inh
N#C/C(=C/c1ccc(-c2ccccc2[N+](=O)[O-])o1)C(N)=O	-7	-8	-2	0	i	3	9	2	i
CC1CCC(NC(=O)CC(NC(N)=O)c2ccccc2Cl)CC1 (stereo not given)	-2	-2	-3	10	i	-4	-2	-2	i
O=S(=O)(Cc1ccccc1)N1CCN(C/C=C/c2ccccc2)CC1	0	5	-3	14	i	-1	-1	3	i
Cc1cc(CNC[C@H]2O[C@@H](n3cnc(C(N)=O)n3)[C@H](O)[C@@H]2O)c(C)n1-c1cccnc1	-1	-2	-4	4	i	3	-10	-2	i
CCOc1cccc(OCCn2cnc3ccccc3c2=O)c1	-2	11	-8	7	i	5	-7	6	i
CC1(C)NC(=O)N(CCOc2cccc(Cl)c2Cl)C1=O	0	-1	1	2	i	3	0	-4	i
CCN1C(=O)[C@H]2[C@@H](c3ccc(-c4cccc(Cl)c4)c(OC)c3)N3CCC[C@@]3(C(=O)OC)[C@H]2C1=O	-11	-1	22	-3	i	7	2	1	i
O=C(Nc1sc2c(c1C(=O)O)CCC2)c1ccccc1F	-1	9	-2	19	i	-9	1	-3	i
Cc1ccccc1Nc1c(C)c(C)nc2ncnn12	-1	12	-4	-3	i	-8	5	-1	i
Cc1csc(SCC(=O)NCc2ccc3c(c2)OCO3)n1	-1	9	-4	13	i	-1	0	-2	i
O=C(Cc1c(C(=O)O)[nH]c2ccccc12)NC1CCCC1	0	-17	2	-2	i	-3	-3	0	i
CCn1cc(S(=O)(=O)NC2CCCCC2)cn1	-2	14	-3	-4	i	-5	-3	0	i
CC(C)C(=O)N1CCN(c2ccc([N+](=O)[O-])cc2Cl)CC1	0	5	-2	-21	i	-1	0	-3	i
O=C(CSc1n[nH]c(=O)[nH]c1=O)Nc1ccc(C(=O)O)cc1	3	9	-10	13	i	-5	4	-1	i
COc1cccc(C(=O)NCCS(=O)(=O)NCc2ccc(Cl)cc2)c1	5	-24	6	17	i	-6	2	3	i
CCn1c(CSCc2ccc(C)cc2)nnc1SCC(=O)NCc1ccccc1	3	-2	-1	-8	i	-10	2	1	i
CCC(=O)N1CCC2(CC1)Oc1ccc(Cl)cc1C(=O)C21CC(c2ccccc2)=NO1 (stereo not given)	3	14	11	-5	i	4	-3	1	i
Cc1ccc2c(c1)c(N=NC(N)=O)c(O)n2C	3	17	-6	-7	i	-2	2	-7	i
CCN1CCN(C(c2ccccc2OC)c2nnnn2C2CCCCC2)CC1 (stereo not given)	-3	20	-6	2	i	-3	-3	0	i
CCc1noc(C)c1C(=O)OCC(=O)N(CC)c1c(N)n(Cc2ccccc2)c(=O)[nH]c1=O	-2	18	-8	-22	i	-1	-1	1	i
COc1ccc(-n2nnnc2CNC(=O)C(=O)c2c[nH]c3ccccc23)cc1	1	13	-5	-3	i	-2	-2	-1	i
COC[C@@H]1CCCN1[C@H]1CS(=O)(=O)N[C@@H]1COCc1ccccc1	4	5	-7	1	i	-5	-5	5	i
CCn1c(N)nc2c1c(=O)n(C)c(=O)n2C	3	10	-6	-11	i	4	2	1	i
COc1ccc(N(CC(=O)NCc2ccccn2)S(=O)(=O)c2ccccc2[N+](=O)[O-])c(OC)c1	1	-5	-2	6	i	3	-4	3	i
CCN1CCN(c2ccc(NC(=O)COc3ccc(Cl)cc3C)cc2)CC1	6	6	2	-3	i	-8	5	3	i
(cont.)
SMILES	MT1-MMP act inh	SKN-1 inh	FAS-TE inh	MLLE-PAM2 inh	Neddyl block	NadD block	CSN inh	Rin1 Abl inh	Rpn11 inh
Cc1ccc(C(=O)Cc2ccccc2)cc1	2	-1	1	-4	i	-1	3	2	i
CCCC[C@@H](CNC)NC[C@H](Cc1ccc(O)cc1)NCCc1ccc(OCC)cc1	8	-12	-13	4	i	-13	-1	6	i
COC(=O)Cc1ccc(OC2(C)CCN(Cc3csc4ccccc34)C2)cc1 (stereo not given)	2	-1	17	-3	i	-5	0	1	i
Cc1cc2oc(=O)cc(CN3CCN(S(=O)(=O)c4cccs4)CC3)c2cc1C	-4	-2	15	-4	i	3	-7	0	i
CC1CCCC(NC(=O)COC(=O)c2cccc(S(=O)(=O)N3CCCCC3)c2)C1C (stereo not given)	2	-2	-7	7	i	-10	-6	3	i
CC(C)[C@@H]1Cc2[nH][nH]c(=O)c2[C@H](c2ccc(F)cc2)O1	2	-6	-5	nt	i	5	-5	nt	nt
N#Cc1cc2c(nc1SC1CCCCC1O)CCCC2 (stereo not given)	3	-9	37	5	i	0	3	3	i
Cc1cc(C(F)(F)F)nc(CCNC(=O)C2CCC(=O)N(Cc3cccc(F)c3)C2)n1 (stereo not given)	1	1	-3	-5	i	-9	-2	-1	i
O=C(COC(=O)Cc1cccs1)Nc1ccc(F)c(F)c1F	-3	4	11	10	i	2	-5	-2	i
Cc1c(-c2ccccc2)[n+](=O)c(-c2ccco2)c(C)n1[O-]	2	20	-9	-10	i	6	1	1	i
COc1cc(-c2cnc3c(NC=O)cc(-c4ccsc4)cn23)cc(OC)c1OC	-3	11	10	-24	i	6	16	-1	i
O=C(OCC(=O)N1CCc2ccccc21)c1ccc[nH]c1=O	2	-5	-3	-9	i	1	1	2	i
CC(C)CC1C(C#N)=C(N)OC2=C1C(=O)CC(c1ccccc1)C2 (stereo not given)	-5	0	0	7	i	2	8	0	i
Cc1c(Br)c(=O)oc2c(Br)c(O)c(O)cc12	19	2	16	10	nt	3	40*	-1	i
NCCCNCCCCNCCCN	2	11	-8	3	i	-4	3	-2	i
Cc1nc(SCc2c(F)cccc2Cl)c2c(=O)n(C)c(=O)n(C)c2n1	6	2	31	4	i	-8	4	0	i
CCCCn1c2nc3ccccc3nc2c2c(=N)oc(C)nc21	-11	14	-5	-7	nt	-1	2	-1	i
CC(C)(C)OC(=O)N1CCC(CC2CC(c3ccc(Cl)cc3)=NO2)(C(=O)NCC2CCCCC2)CC1 (stereo not given)	-18	-3	6	8	i	5	1	4	i
O=C(N/N=C/c1ccccc1OCC(=O)N1CCCC1)C(=O)Nc1ccccc1F	-2	9	-8	8	i	-3	-1	0	i
CC(C)c1ccc(N(C(=O)c2snc(C(N)=O)c2N)C(C(=O)NCC2CCCO2)c2ccc(N(C)C)cc2)cc1 (stereo not given)	-4	-4	16	-7	i	6	2	-2	i
COc1ccc2c(-c3ccccc3)cc3nnnn3c2c1	7	10	4	-4	i	4	7	5	i
COc1ccc(CN(CC(=O)NCc2ccco2)C(=O)CCC(=O)Nc2ccccn2)cc1	6	12	-4	-8	i	-3	3	2	i

Screening results as filed in PubChem.
